NTR1 agonist – agonists of NTR1, primary screen, imaging, U2OS cells, beta-arrestin-GFP, high content (AID 493036); Neurotensin receptor type 1 (Homo sapiens), P30989; NTR1-U2OS beta-arrestin-GFP spot imaging, agonist mode; activation, % at 20 µM; actives 0.17% (n = 330,000);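 active means activation at or above 40% of the spot to cytoplasm intensity ratio, with at least 20 cells analyzed; inconclusive means wells under 20 cells, flagged as cytotoxic or low count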;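 further: 0% = DMSO without peptide and 100% = 100 nM NTR1 peptide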
Target sequence (P30989 whole entry, looked up): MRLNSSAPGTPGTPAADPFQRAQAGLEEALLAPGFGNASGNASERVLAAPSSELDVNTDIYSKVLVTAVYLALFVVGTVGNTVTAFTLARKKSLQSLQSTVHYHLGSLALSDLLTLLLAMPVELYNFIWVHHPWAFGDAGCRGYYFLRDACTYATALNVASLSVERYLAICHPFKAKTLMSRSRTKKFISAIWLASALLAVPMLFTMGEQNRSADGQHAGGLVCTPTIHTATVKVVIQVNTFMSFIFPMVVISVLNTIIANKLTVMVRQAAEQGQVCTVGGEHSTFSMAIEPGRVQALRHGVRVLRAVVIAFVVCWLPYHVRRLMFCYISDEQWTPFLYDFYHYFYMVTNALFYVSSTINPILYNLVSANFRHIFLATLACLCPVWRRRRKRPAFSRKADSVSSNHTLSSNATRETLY
Salmonella PhoP GFP – inhibitors of PhoP regulon expression, primary screen, Salmonella Typhimurium, GFP reporter (AID 1863); S. Typhimurium PhoP-regulated promoter GFP reporter, 4 h; higher % means a stronger effect; inhibition, % at 50 µM, or IC50 in µM where a hit was titrated; actives 0.16% (n = 300,000);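 active means inhibition over 29.93%, a cutoff 3 SD above the screen mean, later confirmed by dose response; inconclusive means inhibition over 29.93% but no dose response follow-up; inactive means inhibition at most 29.93% or unconfirmed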;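 further: 0% = low Mg2+ inducing control and 100% = high Mg2+ repressing control; strong numbers were not always called active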
SV40 large T antigen – SV40 large T antigen inhibitors, biochemical (AID 1903); SV40 large T antigen ATPase/helicase inhibition assay; higher % means a stronger effect; one-dose inhibition, % at 20 µM; IC50 in µM for titrated hits; actives 0.39% (n = 310,000); in the data active means a potency from the dose series; inconclusive means inhibition mostly from about 32% at the one dose, without a potency; inactive means the rest, 99 in 100 with inhibition below about 32%; further: strong numbers were not always called active
UTI89 phage lysis – inhibition of K1F phage lysis, E. coli UTI89, bacterial capsule biogenesis inhibitors, alamar blue (AID 488966). E. coli UTI89 K1F phage lysis, alamar blue, 2 h; higher % means a stronger effect. one-dose inhibition, % at 100 µM; IC50 in µM for titrated hits. actives 0.02% (n = 340,000);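 active means phage lysis inhibition, versus mean bacterial control, above a set limit; inconclusive means no clear call, values can overlap the other calls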;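 further: capsule biogenesis inhibitors block K1F phage lysis so surviving cells raise fluorescence; higher fluorescence means more inhibition of phage lysis; actives were called in the ten point dose series up to 300 µM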
TNAP activation fold – human TNAP enzyme activators, primary screen, biochemical, luminescent, no phosphate acceptor, uHTS (AID 1001); purified TNAP, luminescent activation assay, no phosphate acceptor; higher activation fold means a stronger effect; actives 0.03% (n = 200,000); activation fold at 20 µM; hits with a dose series show EC50 in µM; in the data active means activation fold from about 3, or a potency from the dose series; inactive means the rest, 99 in 100 with activation fold below about 1.6; further: many of its hits are not listed in these tables
RSV antiviral HEp-2 – RSV antiviral activity via CPE protection, HEp-2 cells, primary 10 µM value included (AID 2391); actives 0.13% (n = 310,000); HEp-2 cells, RSV-induced CPE inhibition; higher % means a stronger effect; CPE inhibition, % at 10 µM, or IC50 in µM where a hit was titrated; in the data active means a potency from the dose series; inconclusive means CPE inhibition mostly from about 23% at the one dose, without a potency; inactive means the rest, 99 in 100 with CPE inhibition below about 21%; further: strong numbers were not always called active
MgcRacGAP inhibition – MgcRacGAP GTPase-activating activity inhibitors, confirmation, biochemical, ADP Hunter fluorescence. MgcRacGAP-stimulated Rac1 GTP hydrolysis, ADP Hunter fluorescence; higher % means a stronger effect; GST-tagged Rac1 F28L mutant substrate. AID 624330, 2012. actives 0.6% (n = 340,000). Rac GTPase-activating protein 1 (Homo sapiens). inhibition, % at 30 µM, or IC50 in µM where a hit was titrated;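 active means first-screen hits whose inhibition reached a set limit at any dose in the follow-up dose series; inconclusive means inhibition above the set first-screen limit but never retested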;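 further: fluorescence reports GDP produced by GAP-driven GTP hydrolysis; strong numbers were not always called active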
Myeloid diff MLP – induction of myeloid progenitor differentiation, primary screen, cell-based, flow cytometry, MLPCN library; ER-HoxA9 myeloid progenitors, lysozyme-GFP differentiation; calls only at 10 µM; actives 1% (n = 360,000); AID 624256, 2012;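 active means normalized GFP-positive differentiation at or above the plate's own cutoff, the solvent-only control mean plus 3 SD; inconclusive means no clear call, values can overlap the other calls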;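 further: cells exposed to compound for four days before flow analysis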
T cell HTS – modulators of CD8 T cell-vesicle binding, primary screen, mouse 2C CD8+ T cells, flow cytometry; 2C CD8+ T cell-vesicle binding; hits give low values; calls only at 7 µM; actives 0.068% (n = 330,000); AID 2052, 2009;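 active means response, share of CD8 T cells binding vesicles, and their 90th percentile fluorescence all below set limits, cut at about 80% in these data, passing the limit was not always enough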
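System: murine 2C transgenic CD8+ T lymphocytes; also added: QL9-loaded Drosophila micro-vesicles; times: binding 1.5 h at 37 °C; measured by: flow cytometry, PE anti-B7-1 (FL2) versus Alexa647 anti-CD8 (FL8), PFA-fixed; control set: Peptide-free naked vesicles (low) and QL9 vesicles with 0.7% DMSO vehicle (high)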
T cell HTS vesicle-bound % – further read-out of T cell HTS, marked with its call; double positive events, %; measured here: CD8+ vesicle-bound cell fraction;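 binding gate set so that unloaded-vesicle control wells show 10% double positive cells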
NTR1 agonist cell count 20 µM – recorded beside NTR1 agonist, whose call it bears; cell count; measured here: cell count, cytotoxicity flag
Myeloid diff MLP GFP+ MAC1+ % – recorded beside Myeloid diff MLP, whose call it bears; GFP+ MAC1+ double positive, %; measured here: differentiation confirmed by MAC1 staining
Active calls of the source: *; i = inactive; ? = inconclusive; . = not tested or not shown; [ ] = remark or other dose.

SMILES	NTR1 agonist	NTR1 agonist cell count 20 µM	Salmonella PhoP GFP	SV40 large T antigen	UTI89 phage lysis	TNAP activation fold	RSV antiviral HEp-2	MgcRacGAP inhibition	Myeloid diff MLP	Myeloid diff MLP GFP+ MAC1+ %	T cell HTS	T cell HTS vesicle-bound %
COc1ccc(NC(=O)CN(C)C(=O)CCCc2c[nH]c3ccccc23)cc1	0.1	72	2%	4%	0.7%[50 µM]	.	?	2%	i	0.9	i	24
O=C(c1cc(Cl)cc(Cl)c1)N1CCOCC1	0.1	66	2%	11%	8.3%	1.1	0.3%	6%	i	2.2	i	14
Cc1ccccc1NC(=O)c1ccc(CN2CCC(Cc3ccccc3)CC2)cc1	1.6	46	1%	-1%	0.8%	1	0.0%	12%	i	0.6	i	37
COC(=O)C(C)NC(=O)C12CC3CC(CC(C3)C1)C2 (centres undefined)	-0.8	44	-6%	12%	0.6%	1.2	0.0%	2%	i	0.8	i	27
O=S(=O)(Nc1ccccc1)c1ccc(S(=O)(=O)N2CCCC2)cc1	-0.3	43	.	.	2.3%[50 µM]	.	1.6%	3%	i	0.8	i	26
COc1cccc(C(=O)Nc2ccc(NC(=O)c3ccco3)c(Cl)c2)c1	0.7	101	-5%	11%	-0.7%	1.1	3.0%	9%	i	0.1	i	23
CCOc1ccc(N2C(=O)S/C(=C\c3ccc(O)c(OCC)c3)C2=O)cc1	15	65	-7%	15%	0.6%[50 µM]	.	1.2%	9%	i	0.5	i	27
COCCCNC(=O)COc1ccc(S(=O)(=O)Nc2ccccc2)cc1	0.3	58	-1%	14%	0.7%	1.1	1.5%	5%	i	0.5	i	14
Cc1nnc(SC(C)C(=O)NC2CCCCC2C)s1 (centres undefined)	-0.3	52	7%	6%	0.6%[50 µM]	.	-0.2%	9%	i	0.7	i	42
COc1cccc(-c2cc(C(=O)NCc3ccco3)c3ccccc3n2)c1	0.0	58	-4%	16%	-0.2%	.	16%	5%	i	0.3	i	50
Cn1c(=O)c2cc(S(=O)(=O)NCCC(=O)NCCc3ccc(Cl)cc3)ccc2n(C)c1=O	0.0	57	6%	-4%	6.6%	1.1	-1.1%	6%	i	3.9	i	41
COCCN(C(=O)c1ccccc1OC1CCN(S(C)(=O)=O)CC1)C(C)C	0.0	33	10%	-4%	0.1%	1	2.1%	5%	i	0.0	i	32
COc1ccc(OC)c(C(C)NC(=O)c2ccco2)c1 (centres undefined)	-0.2	45	-20%	4%	6.3%	1	-0.3%	5%	i	1.4	i	15
NC(=S)N/N=C/c1ccccc1OC(=O)/C=C/c1ccccc1	3.0	54	5%	13%	0.7%	.	8.7%	11%	i	0.4	i	34
Cc1cc(NC(=O)C2CC(=O)N(c3ccccc3)C2)no1 (centres undefined)	-1.1	52	-2%	10%	0.7%	1.1	0.8%	5%	i	0.3	i	35
O=C(Nc1ccccc1SCC1CSc2nc3ccccc3c(=O)n21)c1ccccc1 (centres undefined)	0.2	55	2%	12%	0.0%	0.9	2.5%	-1%	i	1.3	i	50
COCCN(C(=O)COC(=O)c1ccc(Cl)s1)c1c(N)n(Cc2ccccc2)c(=O)[nH]c1=O	0.6	61	-7%	17%	0.7%[50 µM]	.	-2.8%	16%	i	0.6	i	23
CC(C)NS(=O)(=O)c1ccc(CCC(=O)NCc2ccco2)cc1	-1.5	90	-2%	6%	-0.1%	1	0.5%	8%	i	1.0	i	17
COc1ccccc1N=C1SC(C(=O)Nc2cccc(Cl)c2Cl)C(N)=C1C(N)=O (centres undefined)	2.7	52	-12%	5%	-0.2%	.	-4.0%	6%	i	0.3	i	16
CNC(=O)c1ccccc1Sc1cccc2cccc(C(=O)O)c12	-1.4	80	1%	13%	0.1%	.	4.0%	4%	i	0.8	i	37
Cc1nn(-c2ccccc2)c(C)c1C(=O)OCC(=O)Nc1ccccc1	-1.1	57	.	.	1.2%[50 µM]	.	0.2%	10%	i	1.3	i	32
COc1ccc(C)cc1S(=O)(=O)N1CCN(Cc2ccccc2)CC1	-3.4	78	11%	6%	0.0%	1.1	3.7%	3%	i	0.9	i	26
Cc1cc(C(=O)Nc2cccc3ccccc23)n(-c2ccccc2)n1	1.3	82	1%	4%	0.0%	1	0.5%	7%	i	0.2	i	62
C[C@@H](NC(=O)c1nc[nH]c1C(=O)N1CCN(C(=O)OC(C)(C)C)CC1)c1ccccc1	0.5	44	.	.	-0.1%	.	-0.9%	6%	i	1.0	i	12
O=C(COC(=O)c1cnc(Cl)c(Cl)c1)NCc1ccc2c(c1)OCO2	0.6	62	-11%	-7%	2.6%[50 µM]	1	2.9%	8%	i	0.6	i	43
CCn1cnc2cc(NCc3ccc(Br)cc3)ccc21	-0.6	84	11%	24%	.	.	12%	.	.	.	i	22
COC(=O)[C@@H](NC(=O)NCc1ccccc1Cl)C(C)C	-1.5	43	-12%	6%	1.5%	1.1	1.8%	13%	i	0.8	i	52
COc1nc(-c2ccccc2)ccc1-c1noc(-c2cccs2)n1	3.0	73	.	.	0.2%	.	2.8%	10%	i	1.0	i	6
CCNC(=S)N/N=C/c1ccc(OCCOc2ccccc2C)cc1	1.5	59	-9%	2%	5.4%	1.1	2.3%	8%	i	0.9	i	31
CCCCCCCNC(=O)CC(NS(=O)(=O)c1ccc(NC(C)=O)cc1)C(C)C (centres undefined)	5.6	71	-10%	5%	0.9%[50 µM]	1.1	2.1%	4%	i	1.0	i	48
C/C(=N\NC(=O)C1CC1(C)c1ccccc1)c1ccco1 (centres undefined)	3.4	70	-10%	7%	5.6%[50 µM]	1.3	2.8%	6%	i	0.4	i	9
CCc1cc2cc(OC)ccc2nc1SCC(=O)Nc1cc(OC)c(OC)cc1C(=O)O	1.0	30	-9%	30%	-0.6%	1.1	-1.1%	3%	i	0.9	i	26
C/C=C(/C)C(=O)O[C@@H]1c2c(ccc3ccc(=O)oc23)O[C@@H]1C(C)(C)OC(C)=O	1.0	56	3%	5%	4.0%	1	1.1%	6%	i	0.7	i	27
COc1ccc(CCNC(=O)c2ccc(CS(=O)(=O)Cc3cccc(C)c3)o2)cc1OC	1.3	40	0%	4%	0.1%	.	.	10%	i	1.5	i	57
O=C1CCCN2N=C(SCC(=O)N3CCCCC3)SC2=N1	0.1	54	.	6%	0.4%	.	1.1%	9%	i	0.6	i	21
CC(C)c1nc2ccc(Br)cn2c1NC1CCCC1	1.6	52	-1%	38%	-0.1%	1.1	-0.1%	5%	i	0.4	i	47
CC1CCN(CCC(=O)Nc2nccs2)CC1	2.1	49	-2%	10%	0.1%	.	0.0%	0%	i	0.7	i	23
CCN1C(=O)CC(NC2CCN(C(=O)c3ccc(F)cc3)CC2)C1=O (centres undefined)	0.6	74	4%	2%	2.0%[50 µM]	.	0.3%	5%	i	0.8	i	30
COC(=O)c1ccccc1NC(=O)CSc1nnc(-c2cccc(NC(C)=O)c2)n1C	-1.2	51	-7%	2%	1.3%	1.1	1.3%	14%	i	1.1	i	28
CCCCSCCCNC(=O)Nc1cccc(OC)c1	1.7	30	4%	-5%	2.3%	1.2	3.4%	3%	i	4.4	i	58
CCCN=C1N(CC)C[C@@H]2[C@@H]3C(=O)N(C)C(=O)[C@@H]3[C@](CC)(C(=O)OC)N12	0.3	71	.	.	0.5%	.	.	8%	i	0.4	.	.
COc1cc(NC(=S)N2CCCC(C)C2)cc(OC)c1OC (centres undefined)	-1.0	92	-2%	10%	0.5%	1.1	1.5%	7%	i	0.2	i	56
CC1(C)CC(=O)C=C(N2CCNCC2)C1	-0.7	81	19%	-6%	-0.2%	1.1	1.1%	-8%	i	1.4	i	14
CCOC(=O)c1cnc(C(C)(C)C)[nH]c1=O	-1.1	34	-8%	2%	0.5%	1	-0.2%	7%	i	1.3	i	37
Cn1nnnc1SCC(=O)Nc1ccccc1-c1ccccc1	-1.1	57	7%	16%	0.0%	1.1	1.5%	-2%	i	0.0	i	20
C/C=C/c1ccc(OCCn2nnc3ccccc32)c(OC)c1	1.5	52	11%	-2%	0.4%	.	2.8%	2%	i	0.3	i	28
O=C(O)c1ccc2nc(C(F)(F)F)[nH]c2c1	2.2	91	5%	5%	0.5%	1.1	2.9%	8%	i	0.8	i	50
N#Cc1c2n(c3c(=O)[nH]cnc13)CCCC2	1.9	76	9%	16%	-0.4%	1.1	0.3%	1%	i	1.8	i	19
Cc1ccc2nc(Cl)c(CN(Cc3cccs3)C(=O)C3CC3)cc2c1	1.9	43	5%	3%	8.3%	1.1	1.9%	3%	i	6.1	i	33
CCc1cccc(C)c1NC(=O)COC(=O)C1CC(=O)N(CCc2ccc(OC)c(OC)c2)C1 (centres undefined)	-1.6	53	.	.	1.5%[50 µM]	.	.	7%	i	0.2	.	.

4 entries out of the list, sorted by SMILES length, high to low.
SMILES	NTR1 agonist	NTR1 agonist cell count 20 µM	Salmonella PhoP GFP	SV40 large T antigen	UTI89 phage lysis	TNAP activation fold	RSV antiviral HEp-2	MgcRacGAP inhibition	Myeloid diff MLP	Myeloid diff MLP GFP+ MAC1+ %	T cell HTS	T cell HTS vesicle-bound %
CCc1cccc(C)c1NC(=O)COC(=O)C1CC(=O)N(CCc2ccc(OC)c(OC)c2)C1 (centres undefined)	-1.6	53	.	.	1.5%[50 µM]	.	.	7%	i	0.2	.	.
C/C=C/c1ccc(OCCn2nnc3ccccc32)c(OC)c1	1.5	52	11%	-2%	0.4%	.	2.8%	2%	i	0.3	i	28
Cn1nnnc1SCC(=O)Nc1ccccc1-c1ccccc1	-1.1	57	7%	16%	0.0%	1.1	1.5%	-2%	i	0.0	i	20
CCOC(=O)c1cnc(C(C)(C)C)[nH]c1=O	-1.1	34	-8%	2%	0.5%	1	-0.2%	7%	i	1.3	i	37
